PI5P4K alpha inh: blocks human PI5P4K alpha kinase activity; P48426; PI5P4Kalpha enzyme, ADP-Glo luminescence, 60 min; active compounds read low; max response, %; 1.2% of 330,000 active; active = max response of -50% or lower; inconclusive = between -30% and -50%; inactive = -30% or higher; also: value at the top dose of about 77 µM; % is scaled to controls: 0 for no effect and ±100 for the full control effect
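ADP-Glo luminescence end-point after a 60 min room-temperature kinase reaction. PI5P4Kalpha and substrate in HEPES pH 7.4 buffer with EGTA, 0.1% CHAPS and 5% DMSO; ATP at 5 microM final.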
EPAC1 ag: activates human EPAC1 exchange factor | O95398 | EPAC1 agonist qHTS, biochemical assay; response scale: 100% = response to 6.5 mM cAMP | Potency, µM (doses to about 154 µM), for inactives: top-dose activation, most hits filed as activators | 0.073% of 360,000 active; also: potency is read from the fitted curve at half-maximal effect; nearly all actives have a fitted effect of over 60% in size
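EPAC1 100 nM, Rap1B–BODIPY-GDP 250 nM, unlabeled GDP 50 uM; compound titration; 5 min RT; kinetic read ex480/em540 at 5-min intervals ×30 min; data normalized to 6.5 mM cAMP agonist control.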
IL-2 act: activates IL-2 in a cell-based reporter assay; IL-2 activation reporter assay, cell-based qHTS; stimulated with anti-CD3/CD4/CD28 beads; in transgenic mouse T cells; activation, % (series mostly up to about 46 µM); 0.065% of 360,000 active; AID 652025; in the data active = activation above about 50%; inconclusive = mostly about 30% to 49%; also: 0% is about no effect
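EGFP and DsRed fluorescence is measured by plate cytometry in unstimulated transgenic mouse T cells exposed to compound for 60 minutes, then stimulated 18 hours at 37 degrees C with anti-CD3/anti-CD4 beads plus anti-CD28.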
GLP1R ag: activates the human GLP-1 receptor | Potency, µM (highest dose often 45.6 µM), for inactives: top-dose activation, usual class: activators | AID 624172 | HEK293 GLP-1R CRE-luciferase, luminescence, 4-6 h; cells express a hypersensitive GLP-1R form | 0.007% of 380,000 active; also: potency is read from the fitted curve at half-maximal effect; % of control where 0% means no effect
Target sequence (P43220 whole entry, looked up): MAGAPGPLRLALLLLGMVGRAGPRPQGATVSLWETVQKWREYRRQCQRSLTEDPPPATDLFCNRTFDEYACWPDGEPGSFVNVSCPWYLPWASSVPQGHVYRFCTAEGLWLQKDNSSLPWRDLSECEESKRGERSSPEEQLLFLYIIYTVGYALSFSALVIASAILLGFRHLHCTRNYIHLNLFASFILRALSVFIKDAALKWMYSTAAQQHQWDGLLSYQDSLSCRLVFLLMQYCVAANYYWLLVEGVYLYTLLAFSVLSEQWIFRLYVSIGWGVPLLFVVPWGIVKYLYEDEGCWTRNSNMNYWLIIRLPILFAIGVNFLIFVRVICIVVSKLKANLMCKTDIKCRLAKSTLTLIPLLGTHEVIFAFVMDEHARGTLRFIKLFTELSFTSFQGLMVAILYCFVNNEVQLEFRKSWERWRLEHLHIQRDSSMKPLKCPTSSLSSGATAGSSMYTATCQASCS
GLP-1R inv ag: acts as inverse agonist at human GLP-1 receptor; HEK293 GLP-1R CRE-luciferase, luminescence, 24 h; GLP-1R form is constitutively active; Potency, µM (titrated, usually from 38.3 µM), for inactives: at the highest dose activity change, negative = inhibition, most hits filed as inhibitors; 1.6% of 410,000 active; AID 624417; also: potency is read from the fitted curve at half-maximal effect; % is scaled to controls: 0 for no effect and ±100 for the full control effect; nearly all actives have a fitted effect of over 55% in size
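Seeding at 200 cells/uL, 12 h culture, 24 hr compound treatment, then luciferase reagent and a luminescence read; cells are HEK293 stably expressing a constitutively active GLP-1R plus cAMP-responsive luciferase.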
PLK1 PBD inh: blocks phosphopeptide binding to human PLK1 polo-box domain; P53350; Plk1 PBD binding of FITC phosphopeptide, fluorescence polarization; Potency, µM, for the others: max response, negative = inhibition, actives largely listed as inhibitors; 2.8% of 360,000 active; also: potency is read from the fitted curve at half-maximal effect; series mostly up to about 57 µM; % is scaled to controls: 0 for no effect and ±100 for the full control effect; nearly all actives have a fitted effect of over 65% in size
EPAC1 antagonist: blocks human EPAC1 exchange factor. O95398. EPAC1 GEF assay, Rap1b-BODIPY-GDP exchange fluorescence. Potency, µM (top dose mostly 115 µM), inactives show top-dose activity change, negative = inhibition, hits mostly inhibitors. 0.14% of 360,000 active;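 also: potency is read from the fitted curve at half-maximal effect; plate controls were vehicle for no effect and positive control for full effect; nearly all actives have a fitted effect of over 50% in size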
HEK293 tox: cytotoxic in the GLP-1 receptor inverse agonist counter-screen | HEK293 cAMP-luciferase reporter cells, luminescence, 24 h | Potency, µM (series often up to 38.3 µM), for the others: top-dose activity change, negative = inhibition, most hits filed as inhibitors | 0.13% of 410,000 active;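 also: loss of luciferase light is scored as toxicity; potency is read from the fitted curve at half-maximal effect; % is scaled to controls: 0 for no effect and ±100 for the full control effect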
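To flag toxic compounds, the library was rerun on cells for 24 hr at 37 deg C and 5% CO2. Viability-linked luminescence was captured 12 min after adding luciferase detection reagent.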
PTHR1 agonist: PTHR1 (human) receptor agonism. Q03431. HEK293 GP2 PTHR1 cells, GloSensor cAMP luminescence, 1 h. Potency, µM (series often up to 115 µM), without a hit: top-dose activation, actives largely listed as activators. 0.075% of 410,000 active; also: potency is read from the fitted curve at half-maximal effect; nearly all actives have a fitted effect of over 55% in size; some results filed as inactive show a strong effect at the top dose; inactives centre near -15; many of its hits are not listed in these tables
Target sequence (Q03431 whole entry, looked up): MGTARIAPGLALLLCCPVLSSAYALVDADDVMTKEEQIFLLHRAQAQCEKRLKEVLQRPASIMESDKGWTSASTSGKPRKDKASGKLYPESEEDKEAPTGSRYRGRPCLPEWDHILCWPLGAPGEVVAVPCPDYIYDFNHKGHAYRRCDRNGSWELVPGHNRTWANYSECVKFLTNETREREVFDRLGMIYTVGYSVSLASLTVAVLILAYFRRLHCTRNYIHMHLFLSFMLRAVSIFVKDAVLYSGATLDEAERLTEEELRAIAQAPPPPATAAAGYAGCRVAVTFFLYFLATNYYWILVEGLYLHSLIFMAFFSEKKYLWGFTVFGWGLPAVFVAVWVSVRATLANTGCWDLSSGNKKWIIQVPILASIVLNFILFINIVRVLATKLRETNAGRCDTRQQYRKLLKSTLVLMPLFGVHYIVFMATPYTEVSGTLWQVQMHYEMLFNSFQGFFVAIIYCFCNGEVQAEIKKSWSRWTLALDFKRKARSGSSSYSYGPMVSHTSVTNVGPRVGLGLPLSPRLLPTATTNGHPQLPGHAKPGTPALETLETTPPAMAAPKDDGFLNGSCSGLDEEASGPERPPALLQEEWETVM
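HEK-293-derived GP2 cells expressing PTHR1 and a GloSensor cAMP reporter, 3,000/well, plated overnight, given luciferin plus IBMX (each 0.5 mM as added) for 1 h at 37 °C, then compound for 1 h at 37 °C. Luminescence was read after 15 min at room temperature.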
The depositor's hits bear a star; i = inactive; ? = inconclusive; / = not tested or not shown; [ ] = remark or other dose. Unless noted, calls follow the shape of the dose curve; as a rule, active = well fitted curve in the direction sought with a large enough effect; inconclusive = small, poorly fitted or top-dose-only effect, or another doubt; inactive = no such curve, though single readings can be large; an effect the other way counts as inactive or inconclusive.

Values in the order: PI5P4K alpha inh	EPAC1 ag	IL-2 act	GLP1R ag	GLP-1R inv ag	PLK1 PBD inh	EPAC1 antagonist	HEK293 tox	PTHR1 agonist
1	CCOCCCNC(=O)CSc1ccccc1
→ 0	3%	-0.2	-3%	0%	-6%	7%	0%	-18%
2	CC(C)(C)[C@@H]1C=C(C(=O)O)O[C@H](OCCCCO)C1
→ 0	-21%	0.3	-2%	10%	-9%	-8%	-4%	i
3	CCCCCCCCS(=O)c1sc2nc(C)cc(C)c2c1N (stereo not drawn)
→ -4	-4%	0.1	5%	?	?	-11%	-16%	-12%[57.5 µM]
4	O=C(NCCN1CCOCC1)/C(=C/c1ccc(Cl)cc1)NC(=O)c1ccccc1
→ 6	0%	-0.4	3%	23%	1%	-3%	-2%	i
5	Cc1nc2ncnn2c(C)c1CCC(=O)N1CCN(c2ccccn2)CC1
→ /	5%	-1.7	-17%	66%[activator]	-3%	-4%	1%	i
6	CCn1c(CC(=O)Nc2ccc(F)cc2)nnc1SCC(=O)Nc1nncs1
→ -1	3%	0.4	4%	1%	-12%	13%	7%	i
7	COc1ccc(-c2cc(C(F)(F)F)nc(NCCc3ccccc3)n2)cc1
→ /	/	/	0%	3.2µM*	/	/	25%	i
8	CN(C(=O)CSc1ncccn1)C1CCS(=O)(=O)C1 (stereo not drawn)
→ 1	2%	-2.2	5%	-3%	-11%	-7%	-5%	i
9	Cc1sc(NC(=S)NC(=O)C(C)(C)C)c(C(N)=O)c1C
→ /	-3%	-2.6	7%	31%[activator]	?	18%	-10%	i
10	Cc1nnc(C)c2c(C)n(-c3ccc4ncccc4c3)c(C)c12
→ 0	0%	2.4	8%	9%	-6%	5%	-3%	i
11	O=C(NCC1CCCO1)c1ccc2c(c1)N(Cc1ccc(F)cc1)CCS2 (stereo not drawn)
→ -4	0%	-0.1	6%	?	-8%	-10%	1%	i
12	O=C(c1ccc2c(c1)N(Cc1c(F)cccc1Cl)C(=O)c1ccccc1S2)N1CCOCC1
→ /	/	/	-1%	-17%	/	/	2%	-14%
13	COc1cccc(C(NC(C)=O)c2nc(-c3ccc(OC)nc3)cs2)c1 (stereo not drawn)
→ 1	1%	-0.5	-4%	-28%	-3%	2%	-1%	i
14	COc1ccc(NC(=O)C(=O)NCC(=O)Nc2cc(OC)ccc2OC)cc1
→ -2	-13%	2.3	5%	6%	5%	2%	10%	-24%
15	NC(=O)N/N=C/c1ccc(-c2ccc([N+](=O)[O-])cc2)o1
→ 3	2%	-0.4	13%	27%	-4%	-5%	1%	i
16	Cc1noc(C)c1S(=O)(=O)N1CCCC(C(=O)NC2CCCCC2)C1 (stereo not drawn)
→ /	14%	0.2	-3%	-2%	-5%	7%	29%	15%[57.5 µM]
17	C=CCn1c(SCC(=O)Nc2ccc(O)cc2)nc2sc(C)c(C)c2c1=O
→ ?	1%	-0.8	14%	0%	?	-12%	9%	i
18	CCCC(C)c1nnc(NC(=O)c2cc(C(=O)OC)cc([N+](=O)[O-])c2)s1 (stereo not drawn)
→ /	-4%	-0.7	-8%	-5%	6µM*	1%	-4%	-10%
19	COC(=O)C(C)Sc1ccc2nnc(CCNS(=O)(=O)c3ccccc3)n2n1 (stereo not drawn)
→ 2	5%	-1.5	-1%	12%	-1%	6%	7%	i
20	COCCNC(=O)c1cnn2c(C(F)F)cc(-c3ccccc3)nc12
→ 6	-4%	0.8	18%	5%	-7%	-20%	0%	i
21	CCC(CO)Oc1cc(NC(=O)c2ccc(OC)cc2)c2ncn(C(C)C)c2c1 (stereo not drawn)
→ 0	-4%	-4.2	4%	15%	-4%	15%	-8%	-26%
22	Cc1cc(/C=N/n2cnnc2)c(C)n1-c1ccc(Cl)cc1Cl
→ /	11%	-0.2	0%	0%	-14%	-5%	-18%	i
23	CCc1ccc2c(COn3nnc4ccc(S(=O)(=O)N(C)C)cc43)cc(=O)oc2c1
→ -6	7%	0.4	1%	0%	-4%	0%	-5%	-2%
24	O=C(NC1CC1)C(=O)c1c[nH]c2ccccc12
→ 1	13%	3.8	-2%	-2%	3%	2%	-20%	i
25	O=C(NCCS(=O)(=O)NCCc1ccccc1)c1ccccc1
→ 1	0%	0.5	15%	-16%	-7%	-4%	-8%	-2%
26	CCCN(CC(=O)Nc1ccccc1OC)C(=O)CCC(=O)c1ccc(F)cc1
→ 3	-10%	3.5	-5%	-23%	-3%	-3%	-11%	i
27	NC(=O)NNC(=S)Nc1cccc2ccccc12
→ -6	9%	-0.9	-2%	7%[7.66 µM]	-19%	?	3%[7.66 µM]	i
28	CN(C)c1ccc(/C=N/NC(=O)C(O)(c2ccccc2)c2ccccc2)o1
→ /	16%	-0.8	-1%	-9%	-16%	-3%	7%	1%[57.5 µM]
29	CC(=O)N1c2ccccc2C(C)(C)C2CCC(C)CC21 (stereo not drawn)
→ 1	-5%	0.0	10%	?	-28%	-2%	-18%	i
30	Cc1ccc(OCC(=O)NCCN2CCCC2)cc1
→ 0	8%	0.3	5%	9%	-3%	-9%	14%	-17%[57.5 µM]
31	O=C(O)c1ccccc1/C=N/N1CCN(C2c3ccccc3-c3ccccc32)CC1
→ 10	2%	-0.3	3%	38%	-13%	0%	3%	-7%
32	COc1ccc2nc(NC(=O)c3ccco3)sc2c1
→ 1	-3%	0.3	-6%	?	-2%	0%	-6%	-32%
33	COc1ccccc1P(=O)(c1ccccc1)c1ccc([N+](=O)[O-])cc1 (stereo not drawn)
→ 3	-1%	0.1	21%	31%[activator]	0%	0%	10%	i
34	O=C(CN1CCN(S(=O)(=O)c2ccc(Br)cc2)CC1)N/N=C/c1cc([N+](=O)[O-])ccc1Cl
→ -4	2%	-0.9	2%	?	-2%	0%	-3%	-9%
35	O=C(CSc1nnc2ccccn12)NCc1ccc2c(c1)OCO2
→ 0	1%	0.5	-6%	14%	-18%	1%	4%	i
36	CCCOc1ccc(-c2nnn(CC(=O)c3ccc4c(c3)OCCO4)n2)cc1
→ /	11%	2.4	-1%	?	0%	7%	-2%	-9%[57.5 µM]
37	CCOC(=O)[C@H]1[C@H]2COc3cc(OC)ccc3[C@@H]2N2C(=O)CN(CC3CCCO3)C(=O)[C@@]12C (stereo partly drawn)
→ -3	-3%	-2.7	2%	10%	-17%	-6%	13%	-17%
38	CN(C)c1ccc(CN(C(=O)c2ccccc2Br)C2CCS(=O)(=O)C2)cc1 (stereo not drawn)
→ 3	-4%	-0.3	15%	6%	-5%	-9%	-3%	i
39	COc1cccc(NC(=O)C2(C)CCN2C(C)C)c1OC (stereo not drawn)
→ 7	-13%	-0.1	1%	?	-1%	24%	1%	0%
40	CC(C)(C)S(=O)N1Cc2cc(CO)cc(-c3ccccc3)c2[C@@H]1CCO (stereo partly drawn)
→ -13	-7%	-0.2	1%	15%	-8%	-6%	0%	-15%
41	CC(C)CCOc1ccc(C(=O)NCC(c2ccco2)N(C)C)cc1 (stereo not drawn)
→ 1	0%	0.0	17%	7.9µM*	-2%	-2%	-2%	i
42	O=C(Nc1ccccc1N1CCN(C(=O)c2ccccc2)CC1)c1cc2ccccc2o1
→ 6	3%	0.1	-9%	?	-4%	-25%	-2%	-3%[57.5 µM]
43	COc1ccccc1NC(=O)COC(=O)c1ccccc1OCC(=O)Nc1ccc(SC(F)F)cc1
→ 15	14%	-1.2	6%	0%	0%	-2%	9%	-17%
44	C(=N\Nc1nc(Nc2ccccc2)nc(N2CCOCC2)n1)/c1c[nH]c2ccccc12
→ /	?	-0.8	-9%	?	3%	-16%	32%	-14%
45	COCCN=C1N[C@@H](c2ccccc2)C(C(=O)OC)=C(C)N1Cc1ccccc1
→ -2	5%	1.1	0%	-1%	-6%	1%	4%	i
46	CCOC(=O)c1ccc(NC(=O)CSc2ncccn2)cc1
→ 6	-10%	-1.9	2%	6%	?	-9%	1%	-7%
47	CCOC(=O)C1CCCN(S(=O)(=O)c2ccc3c(c2)C(C)(C)C(=O)N3C)C1 (stereo not drawn)
→ 0	2%	-2.2	-4%	6%	-5%	-1%	-21%	i
48	O=C(NNC(=O)c1ccc2ccccc2c1O)NC1CCCCC1
→ 7	12%	-1.7	5%	-8%	-16%	6%	19%	21%
49	C/C(=C\C(=O)c1ccccc1)Nc1ccc(Br)c(Cl)c1
→ 3	5%	-1.9	-3%	-29%	4%	2%	1%	i
50	CC1CCCC(C)N1C(=O)COC(=O)c1ccco1 (stereo not drawn)
→ -3	3%	0.2	-8%	12%	-2%	-2%	-5%	-15%
51	CC(C)(C)C1CCC(=O)C(C2(O)C(=O)Nc3ccccc32)C1 (stereo not drawn)
→ /	0%	-1.9	-4%	0%	-5%	5%	-15%	-5%[57.5 µM]
52	Cc1cc(NC(=O)c2ccoc2C)ccc1Br
→ 8	11%	0.9	11%	?	1%	3%	-4%	-33%[inhibitor]
53	COCC(=O)N(CCc1ccc(OC)c(OC)c1)Cc1nc2ccccc2c(=O)[nH]1
→ -5	-1%	-0.3	3%	39%[activator]	-15%	-1%	15%	i
54	CCC1(c2ccc(F)cc2)NC(=O)N(CC(=O)NCc2ccc(C)cc2)C1=O (stereo not drawn)
→ -2	-11%	-4.2	0%	?	4%	-13%	11%	i
55	COc1cc(C2C3=C(CCCC3=O)Nc3[nH]n(-c4ccccc4)c(=O)c32)ccc1O (stereo not drawn)
→ /	12%	-1.3	7%	0%	-10%	1%	82%[activator]	11%[57.5 µM]
56	C/C(CC(=O)Nc1ccc(N(C)C)cc1)=N\NC(=O)Cc1csc(N)n1
→ -1	0%	0.0	4%	?	-15%	-6%	12%	-4%

3 entries out of the list above, ordered by the number in EPAC1 antagonist, rising:
| entry | SMILES | EPAC1 antagonist |
| --- | --- | --- |
| 29 | CC(=O)N1c2ccccc2C(C)(C)C2CCC(C)CC21 (stereo not drawn) | -2% |
| 13 | COc1cccc(C(NC(C)=O)c2nc(-c3ccc(OC)nc3)cs2)c1 (stereo not drawn) | 2% |
| 6 | CCn1c(CC(=O)Nc2ccc(F)cc2)nnc1SCC(=O)Nc1nncs1 | 13% |

High-throughput results: PubChem, National Center for Advancing Translational Sciences (NCATS)

This is a subset, so the mix of outcomes need not match the whole.
